VIM-2 inhibitor: blocks Pseudomonas aeruginosa VIM-2 metallo-beta-lactamase. actives 0.89% (n = 290,000). purified VIM-2, nitrocefin hydrolysis, epi-absorbance fluorescence. inhibition, % at 5.6 µM;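 active = inhibition above the mean of all tested compounds plus 3 SD, cutoff set per screening run, cut at about 7.5% in these data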;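 note: red hydrolysis product quenches plate fluorescence so inhibitors raise well fluorescence; 0% = enzyme with DMSO and 100% = DMSO without enzyme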
GalR3 antagonist: blocks the human galanin receptor 3; O60755; HEK293 GalR3-CNG cAMP membrane potential fluorescence; galR3 body fused to GalR1 C-terminus; inhibition, % at 3 µM; actives 0.44% (n = 360,000);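 active = inhibition above the screen-wide average plus 3 SD, cut at about 13% in these data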;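 note: forskolin and galanin both at EC90 stimulate the cells; cAMP rise reported by CNG channel membrane potential dye signal; 0% = forskolin plus galanin with DMSO and 100% = forskolin alone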
Target sequence (O60755 1-299 limits assumed): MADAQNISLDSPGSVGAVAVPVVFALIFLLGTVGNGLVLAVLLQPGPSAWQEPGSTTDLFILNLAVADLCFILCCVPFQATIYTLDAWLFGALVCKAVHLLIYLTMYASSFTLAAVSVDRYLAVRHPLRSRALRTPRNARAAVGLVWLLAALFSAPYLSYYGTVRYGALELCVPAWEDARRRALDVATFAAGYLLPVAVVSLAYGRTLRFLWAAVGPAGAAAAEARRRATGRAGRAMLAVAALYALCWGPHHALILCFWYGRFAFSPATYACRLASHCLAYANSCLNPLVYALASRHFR
OXTR agonist: activates the human oxytocin receptor. actives 0.32% (n = 320,000). CHO-OTR cells, Fluo-8 calcium fluorescence; normalized: DMSO 0%, oxytocin 100%. activation, % at 3 µM;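 active = activation above the mean of all tested compounds plus 3 SD, cutoff set per screening run, cut at about 20% in these data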;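 note: peak over basal fluorescence ratio from a 100 s FLIPR kinetic read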
V1R ag counter: V1a receptor agonism, counter-screen for OXTR agonists. CHO-V1R cells, Fluo-8 calcium fluorescence, agonist mode; 0% DMSO, 100% 3 nM vasopressin. activation, % at 3 µM. actives 0.25% (n = 320,000);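 active = activation above the mean activation of all tested compounds plus 3 SD, per screening run, cut at about 20% in these data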;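 note: signal is peak over basal fluorescence ratio across a 100 second FLIPR read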
Target sequence (P37288 whole entry, looked up): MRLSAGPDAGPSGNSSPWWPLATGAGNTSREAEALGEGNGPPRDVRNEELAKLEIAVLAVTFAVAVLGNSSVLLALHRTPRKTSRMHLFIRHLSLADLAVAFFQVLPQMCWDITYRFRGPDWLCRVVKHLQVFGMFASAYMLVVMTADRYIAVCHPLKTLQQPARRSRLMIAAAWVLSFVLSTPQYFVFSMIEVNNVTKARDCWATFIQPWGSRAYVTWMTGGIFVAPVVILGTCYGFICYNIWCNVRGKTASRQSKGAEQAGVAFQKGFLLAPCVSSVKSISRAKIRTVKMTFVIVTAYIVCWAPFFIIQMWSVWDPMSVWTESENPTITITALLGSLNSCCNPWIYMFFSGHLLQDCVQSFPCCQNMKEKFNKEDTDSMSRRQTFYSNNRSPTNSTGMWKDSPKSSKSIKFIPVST
DNA FID counter: counter-screen for HCV NS3 helicase inhibitors: DNA intercalator displacement; DNA fluorescent intercalator displacement, fluorescence; inhibition, % at 7.9 µM; actives 0.17% (n = 290,000); AID 1845; in the data active = inhibition above about 37%;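 note: 0% = vehicle and 100% = reference compound; higher means more ethidium bromide displaced from hairpin DNA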
NS3 helicase inh: inhibitors of Hepatitis C virus NS3 helicase; AID 1800; NS3 helicase DNA unwinding, Cy5 molecular beacon fluorescence; inhibition, % at 10.9 µM; actives 0.56% (n = 290,000);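 active = inhibition above the mean of all tested compounds plus 3 SD, set per campaign, cut at about 35% in these data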;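 note: 0% = DMSO wells and 100% = thioflavine S control wells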
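Assay system – hepatitis C virus NS3 helicase domain fragment enzyme · Buffer or medium – MOPS pH 6.5, MgCl2, DTT, Tween20, BSA · Reagent – Cy5/quencher beacon DNA duplex and ATP to start · Compound – single 10.9 µM dose · Timing – 1 h at 25 °C · Technique – Cy5 beacon fluorescence read at start and 1 h · Measure – % inhibition of unwinding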
GPR7 antagonist: antagonists of human GPR7 (neuropeptides B/W receptor 1). AID 1861. actives 1.1% (n = 290,000). GPR7-expressing cells, fluorescence antagonist assay. inhibition, % at 4.4 µM; in the data active = inhibition above about 16%, passing the limit was not always enough;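 note: cells stimulated with the agonist NPW; 0% = agonist with vehicle and 100% = vehicle without agonist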
Target sequence (P48145 whole entry, looked up): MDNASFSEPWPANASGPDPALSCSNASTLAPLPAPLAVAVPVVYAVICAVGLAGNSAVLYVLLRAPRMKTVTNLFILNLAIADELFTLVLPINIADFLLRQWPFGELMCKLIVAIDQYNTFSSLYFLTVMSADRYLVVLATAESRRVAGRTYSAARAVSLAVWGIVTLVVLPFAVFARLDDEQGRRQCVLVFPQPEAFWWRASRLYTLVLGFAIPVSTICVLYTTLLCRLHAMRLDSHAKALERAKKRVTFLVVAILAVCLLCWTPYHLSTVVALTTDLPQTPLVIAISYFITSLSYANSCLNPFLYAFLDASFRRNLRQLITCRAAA
PHOSPHO1 block: PHOSPHO1 (human) inhibition; Q8TCT1; recombinant PHOSPHO1, absorbance phosphatase assay; inhibition, % at 13.3 µM; actives 1.1% (n = 290,000); AID 1565; in the data active = inhibition above about 60%
IMP-1 inh: blocks Pseudomonas aeruginosa IMP-1 metallo-beta-lactamase. purified IMP-1, nitrocefin hydrolysis, epi-absorbance fluorescence. inhibition, % at 5.6 µM. actives 0.45% (n = 290,000);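 active = inhibition above the mean plus 3 SD of all compounds in the same screening run, cut at about 4.5% in these data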;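 note: 0% = IMP-1 with DMSO and 100% = DMSO wells lacking enzyme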
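Assay system: purified IMP-1; Quantity: IMP-1 0.2 nM before substrate addition; Medium: HEPES buffer pH 7.1 with ZnSO4 and Brij 35; Incubation: 15 min enzyme–compound preincubation, then 25 min nitrocefin reaction, 25 °C; Signal: fluorescence quenching readout, ex 480/em 530 nm; Controls: DMSO with and without IMP-1; Repeats: singlicate testing.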
The depositor's hits bear a star.

CCOC(=O)c1sc(NC(=O)C(C)Sc2nnc(N)s2)nc1C (stereo unspecified) was read as VIM-2 inhibitor -4.0, GalR3 antagonist -8.2, OXTR agonist 0.3, V1R ag counter 1.2, DNA FID counter -1.2, NS3 helicase inh 4.0, GPR7 antagonist -10.0, PHOSPHO1 block 30.4 and IMP-1 inh -3.5.
COC(=O)c1cc(=O)n(Cc2ccc(F)cc2)c(=Nc2ccccc2)s1 was read as VIM-2 inhibitor -0.8, GalR3 antagonist 6.1, OXTR agonist -0.3, V1R ag counter -0.5, DNA FID counter -3.0, NS3 helicase inh 10.4, GPR7 antagonist -7.6, PHOSPHO1 block 15.8 and IMP-1 inh 0.4.
Screening Cc1cc(N2CCCC2=O)c(N)cc1N returned VIM-2 inhibitor -2.9, GalR3 antagonist -5.5, OXTR agonist 0.2, V1R ag counter 0.4, DNA FID counter -2.4, NS3 helicase inh 1.8, GPR7 antagonist -8.1, PHOSPHO1 block -2.4 and IMP-1 inh -1.5.
`COc1ccc(C(=O)/C=C/c2ccc(N3CCCCC3)c([N+](=O)[O-])c2)c(OC)c1` gave VIM-2 inhibitor -3.6, GalR3 antagonist -5.5, OXTR agonist -0.4, V1R ag counter 0.5, DNA FID counter -0.6, NS3 helicase inh -6.1, GPR7 antagonist -5.6, PHOSPHO1 block -8.6 and IMP-1 inh -3.4.
For NC(=O)c1cc([N+](=O)[O-])ccc1NCc1cccnc1 the results were VIM-2 inhibitor -0.2, GalR3 antagonist 0.4, OXTR agonist 0.7, V1R ag counter 0.6, DNA FID counter -1.7, NS3 helicase inh -5.3, GPR7 antagonist -13.8, PHOSPHO1 block -28.8 and IMP-1 inh -2.2.
For COCCCNC(=O)C1CCN(c2nc(C)cc(C)n2)CC1 the results were VIM-2 inhibitor -3.8, GalR3 antagonist -7.8, OXTR agonist 0.4, V1R ag counter 1.3, DNA FID counter -5.5, NS3 helicase inh 2.8, GPR7 antagonist -7.1, PHOSPHO1 block -1.0 and IMP-1 inh -3.2.
For O=C(CN1CCN(C(=O)c2cccs2)CC1)Nc1ccc(Br)cc1 the results were VIM-2 inhibitor -4.0, GalR3 antagonist -5.2, OXTR agonist 2.2, V1R ag counter 6.5, DNA FID counter -17.5, NS3 helicase inh 9.8, GPR7 antagonist -4.4, PHOSPHO1 block 3.6 and IMP-1 inh -2.1.
For COc1cc(NC(=O)CSc2nc3c(c(=O)n(C)c(=O)n3C)n2C)cc(OC)c1 the results were VIM-2 inhibitor -2.9, GalR3 antagonist -8.2, OXTR agonist 0.6, V1R ag counter 0.4, DNA FID counter -5.2, NS3 helicase inh -12.3, GPR7 antagonist -3.5, PHOSPHO1 block 15.1 and IMP-1 inh -4.5.
For Cc1c(OCc2ccccc2)cccc1OCc1ccccc1 the results were VIM-2 inhibitor -2.2, GalR3 antagonist -5.0, OXTR agonist 0.9, V1R ag counter -0.5, DNA FID counter -2.8, NS3 helicase inh -10.2, GPR7 antagonist -7.6, PHOSPHO1 block -3.7 and IMP-1 inh -2.8.
For CCNC(=O)C1CC(=O)N(Cc2ccc3c(c2)OCO3)C(=Nc2ccc(OCC)cc2)S1 (stereo unspecified) the results were VIM-2 inhibitor -3.1, GalR3 antagonist 1.1, OXTR agonist -0.5, V1R ag counter 0.6, DNA FID counter 2.8, NS3 helicase inh 0.3, GPR7 antagonist -2.3, PHOSPHO1 block 34.6 and IMP-1 inh -2.3.
For Cc1cc(NCCCN2CCOCC2)n2c(nc3ccccc32)c1C#N the results were VIM-2 inhibitor 39.6*, GalR3 antagonist -2.5, OXTR agonist -0.4, V1R ag counter 0.1, DNA FID counter 13.1, NS3 helicase inh 6.7, GPR7 antagonist 1.5, PHOSPHO1 block -13.4 and IMP-1 inh -1.3.
`CCCN(CC(=O)Nc1ccc(Cl)cc1Cl)C(=O)/C=C/c1cccc([N+](=O)[O-])c1` gave VIM-2 inhibitor -2.0, GalR3 antagonist 0.0, OXTR agonist -1.7, V1R ag counter 0.0, DNA FID counter -3.8, NS3 helicase inh -4.9, GPR7 antagonist -4.7, PHOSPHO1 block -2.4 and IMP-1 inh -1.9.
O=C(Nc1ccc(Cl)cc1C(F)(F)F)C(Sc1nnc(-c2cccs2)o1)c1ccccc1 (stereo unspecified) was read as VIM-2 inhibitor -2.5, GalR3 antagonist -2.9, OXTR agonist 6.0, V1R ag counter 6.4, DNA FID counter -6.7, NS3 helicase inh -2.3, GPR7 antagonist 6.2, PHOSPHO1 block 3.6 and IMP-1 inh 2.2.
CCN(CC)S(=O)(=O)c1cccc(-c2nnc(SCCOc3ccc(Cl)cc3)o2)c1 was read as VIM-2 inhibitor -3.9, GalR3 antagonist -2.9, OXTR agonist 2.7, V1R ag counter 3.1, DNA FID counter 0.9, NS3 helicase inh 4.8, GPR7 antagonist -4.2, PHOSPHO1 block -6.0 and IMP-1 inh -4.6.
`OCc1ncc(-c2ccccc2)s1` gave VIM-2 inhibitor 0.2, GalR3 antagonist -4.9, OXTR agonist 0.4, V1R ag counter 0.9, DNA FID counter -2.6, NS3 helicase inh 0.4, GPR7 antagonist -7.8, PHOSPHO1 block 20.3 and IMP-1 inh -1.5.
Screening O=C(O)CCC(=O)Nc1ccccc1N1CCOCC1 returned VIM-2 inhibitor -0.2, GalR3 antagonist 2.1, OXTR agonist 0.0, V1R ag counter 0.0, DNA FID counter 0.5, NS3 helicase inh -8.7, GPR7 antagonist -8.5, PHOSPHO1 block 10.1 and IMP-1 inh 2.8.
O=C(Nc1ccc(Cl)cc1)c1sccc1-n1cccc1 was read as VIM-2 inhibitor -1.9, GalR3 antagonist -4.1, OXTR agonist -1.8, V1R ag counter -0.8, DNA FID counter -7.7, NS3 helicase inh -1.5, GPR7 antagonist -18.7, PHOSPHO1 block 53.2 and IMP-1 inh -3.2.
Screening COc1ccc(OC)c(NC(=O)c2cccc(S(=O)(=O)N3CCN(C(C)=O)CC3)c2)c1 returned VIM-2 inhibitor -1.9, GalR3 antagonist -6.9, OXTR agonist -1.1, V1R ag counter -0.2, DNA FID counter -23.3, NS3 helicase inh -1.3, GPR7 antagonist -1.6, PHOSPHO1 block 27.9 and IMP-1 inh -3.4.
For Cc1ccc2nc(NC(=O)CSc3nncc(=O)n3N)sc2c1 the results were VIM-2 inhibitor -4.0, GalR3 antagonist 6.6, OXTR agonist 1.1, V1R ag counter 1.6, DNA FID counter -10.7, NS3 helicase inh 0.4, GPR7 antagonist 0.7, PHOSPHO1 block -4.0 and IMP-1 inh -4.8.
`C/C(=N/OC(=O)c1cccc(Cl)c1)c1nccs1` gave VIM-2 inhibitor -2.9, GalR3 antagonist -4.4, OXTR agonist -1.5, V1R ag counter -0.4, DNA FID counter 1.4, NS3 helicase inh 13.9, GPR7 antagonist 8.4, PHOSPHO1 block 33.0 and IMP-1 inh -0.9.

Quoted at random: 2 records from the list, in no set order.
O=C(Nc1ccc(Cl)cc1)c1sccc1-n1cccc1 was read as VIM-2 inhibitor -1.9, GalR3 antagonist -4.1, OXTR agonist -1.8, V1R ag counter -0.8, DNA FID counter -7.7, NS3 helicase inh -1.5, GPR7 antagonist -18.7, PHOSPHO1 block 53.2 and IMP-1 inh -3.2.
For CCNC(=O)C1CC(=O)N(Cc2ccc3c(c2)OCO3)C(=Nc2ccc(OCC)cc2)S1 (stereo unspecified) the results were VIM-2 inhibitor -3.1, GalR3 antagonist 1.1, OXTR agonist -0.5, V1R ag counter 0.6, DNA FID counter 2.8, NS3 helicase inh 0.3, GPR7 antagonist -2.3, PHOSPHO1 block 34.6 and IMP-1 inh -2.3.

Next section
`COC(=O)Nc1cc(C(F)(F)F)ccc1N1CCN(c2ccccc2)CC1` gave VIM-2 inhibitor 0.1, GalR3 antagonist -5.3, OXTR agonist -0.2, V1R ag counter 1.4, DNA FID counter 1.1, NS3 helicase inh -2.6, GPR7 antagonist 0.5, PHOSPHO1 block 0.2 and IMP-1 inh -1.9.
`O=C1CC(c2ccccc2)CC(O)=C1C=NCc1ccccc1` (stereo unspecified) gave VIM-2 inhibitor 0.2, GalR3 antagonist -4.4, OXTR agonist -1.7, V1R ag counter -0.5, DNA FID counter -13.6, NS3 helicase inh 3.2, GPR7 antagonist -2.0, PHOSPHO1 block 40.7 and IMP-1 inh -1.9.
Screening CC1CCC(NC(=O)CCC(=O)N2CC(C)Oc3ccccc32)CC1 (stereo unspecified) returned VIM-2 inhibitor -1.1, GalR3 antagonist 1.3, OXTR agonist 0.0, V1R ag counter 1.3, DNA FID counter -34.6, NS3 helicase inh -3.2, GPR7 antagonist -8.0, PHOSPHO1 block 7.0 and IMP-1 inh -4.0.
Screening CN(Cc1ccon1)C(=O)CC1C(=O)NCCN1CC(C)(C)C (stereo unspecified) returned VIM-2 inhibitor -1.1, GalR3 antagonist -3.7, OXTR agonist 0.6, V1R ag counter 1.4, DNA FID counter -15.4, NS3 helicase inh -0.4, GPR7 antagonist 0.3, PHOSPHO1 block 19.2 and IMP-1 inh -4.9.
CCOc1ccccc1NS(=O)(=O)c1ccc2[nH]c(=O)[nH]c2c1 was read as VIM-2 inhibitor -2.4, GalR3 antagonist -8.3, OXTR agonist 0.8, V1R ag counter 0.3, DNA FID counter -2.0, NS3 helicase inh -18.4, GPR7 antagonist -9.4, PHOSPHO1 block 43.9 and IMP-1 inh -1.5.
`On1c(-c2ccccc2Cl)nc2ccccc21` gave VIM-2 inhibitor -3.0, GalR3 antagonist -5.6, OXTR agonist 0.6, V1R ag counter 0.4, DNA FID counter -7.2, NS3 helicase inh 10.8, GPR7 antagonist 2.3, PHOSPHO1 block 28.5 and IMP-1 inh -4.0.
Cc1nn(Cc2cccc(C(=O)NC(C)c3ccc(C(C)(C)C)cc3)c2)c(C)c1[N+](=O)[O-] (stereo unspecified) was read as VIM-2 inhibitor -1.4, GalR3 antagonist -4.0, OXTR agonist -0.2, V1R ag counter 0.2, DNA FID counter -17.8, NS3 helicase inh -4.1, GPR7 antagonist -4.4, PHOSPHO1 block -18.6 and IMP-1 inh -2.7.
`Cc1ccc(Nc2c(-c3ccco3)nc3nc(C)cc(C)n23)cc1` gave VIM-2 inhibitor -0.9, GalR3 antagonist 1.2, OXTR agonist -2.4, V1R ag counter -1.9, DNA FID counter -13.9, NS3 helicase inh 15.7, GPR7 antagonist -9.8, PHOSPHO1 block -26.9 and IMP-1 inh -2.0.
For O=C(Nc1cccc([N+](=O)[O-])c1)c1ccc(N2CCCC2=O)cc1 the results were VIM-2 inhibitor -3.0, GalR3 antagonist -4.9, OXTR agonist 0.5, V1R ag counter 0.1, DNA FID counter 3.7, NS3 helicase inh 5.3, GPR7 antagonist 17.2, PHOSPHO1 block 12.3 and IMP-1 inh -3.2.
CNc1nc(-c2ccccc2)cc(-c2ccccc2)n1 was read as VIM-2 inhibitor 1.1, GalR3 antagonist -6.6, OXTR agonist -1.8, V1R ag counter -0.3, DNA FID counter -18.5, NS3 helicase inh 2.8, GPR7 antagonist 7.7 and IMP-1 inh 2.7.
Screening CCN1CCc2c(sc(NC(=O)c3ccc(S(=O)(=O)N4CCOCC4)cc3)c2C(N)=O)C1 returned VIM-2 inhibitor 3.4, OXTR agonist -0.7, V1R ag counter 0.5, DNA FID counter 16.8, NS3 helicase inh -12.8, GPR7 antagonist -4.5, PHOSPHO1 block -3.9 and IMP-1 inh -2.2.

Screening results: PubChem, several laboratories
